# Compound activity from PubChem BioAssay.
# JMJD2C inh = inhibitors of human GASC-1 (JMJD2C) demethylase. Q9H3R0. GST-JMJD2C(1-420) H3K9me3 demethylation, DELFIA europium. inhibition, % at 2.35 µM. 330,000 tested, 0.069% active;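 active = more than half of a compound's replicate wells show inhibition beyond 50%, single wells judged on their own value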;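 also: signal counts dimethyl H3K9 product captured on neutravidin plate; 0% = median of DMSO wells and 100% = 0.3 times that DMSO median; strong numbers were not always called active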
# Target sequence (Q9H3R0 1-420 limits assumed): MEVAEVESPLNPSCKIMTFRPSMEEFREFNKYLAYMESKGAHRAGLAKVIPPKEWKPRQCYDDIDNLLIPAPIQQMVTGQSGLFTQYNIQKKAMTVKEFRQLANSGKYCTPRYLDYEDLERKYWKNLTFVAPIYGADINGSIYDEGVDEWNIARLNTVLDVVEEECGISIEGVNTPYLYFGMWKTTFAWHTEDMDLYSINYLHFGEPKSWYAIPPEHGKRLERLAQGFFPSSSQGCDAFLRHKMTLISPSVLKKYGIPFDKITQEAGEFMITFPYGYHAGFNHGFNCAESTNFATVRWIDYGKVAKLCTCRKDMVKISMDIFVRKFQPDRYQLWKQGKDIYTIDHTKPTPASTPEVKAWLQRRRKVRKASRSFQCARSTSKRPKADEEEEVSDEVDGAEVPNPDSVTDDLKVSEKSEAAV
# TPT1 inhibitor = C. albicans TPT1 enzyme inhibition; recombinant caTPT1, FP RNA substrate dephosphorylation; inhibition, % at 5 µM; 300,000 tested, 0.81% active;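 active = inhibition above the mean of all tested compounds plus 3 SD, set per screening campaign, cut at about 24% in these data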;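 also: plate controls were DMSO alone for no effect and ferristatin control at 100 nM for full effect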
# Yeast superoxide = lowers age-related superoxide in aged yeast cells; S. cerevisiae aged cells, superoxide DHE fluorescence; active compounds read low; superoxide response (% of plate mean), % at 10 µM; 330,000 tested, 0.18% active;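 active = superoxide response under a set limit, about three screen SD below normal, cut at about 65% in these data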;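 also: yeast aged for seven days with compound at 30 °C before DHE staining; 100% = average MFI of all compound-treated wells on the plate with controls excluded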
# PP1 inh = counter-screen for PP5 inhibitors: inhibitors of human PP1-alpha; P62136; purified PP1alpha, OMFP fluorescence; inhibition, % at 6.7 µM; 320,000 tested, 0.9% active; AID 2235;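 active = inhibition above the mean inhibition of all tested compounds plus 3 SD, computed separately for each screening campaign, cut at about 15% in these data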
# Target sequence (P62136 whole entry, looked up): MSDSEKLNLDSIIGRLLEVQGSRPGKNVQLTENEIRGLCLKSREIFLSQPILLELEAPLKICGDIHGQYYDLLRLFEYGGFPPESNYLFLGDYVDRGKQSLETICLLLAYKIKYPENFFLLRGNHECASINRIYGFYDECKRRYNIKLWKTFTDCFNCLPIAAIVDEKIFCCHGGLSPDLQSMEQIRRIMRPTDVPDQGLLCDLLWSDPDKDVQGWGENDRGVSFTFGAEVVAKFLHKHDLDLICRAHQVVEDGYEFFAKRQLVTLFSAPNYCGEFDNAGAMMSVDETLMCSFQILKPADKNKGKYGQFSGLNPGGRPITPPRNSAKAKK
# EBNA-1 inh = blocks EBNA-1 binding to DNA. 300,000 tested, 0.34% active. inhibition, % at 14.8 µM. EBNA-1 DNA binding, fluorescence polarization. AID 1950; in the data active = inhibition above about 28%
# core dimer inh = blocks dimerization of HCV core protein | TR-FRET GST/Flag-core106 dimerization, 1536-well | AID 1899 | 300,000 tested, 0.33% active | inhibition, % at 5 µM;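 active = inhibition above the mean of all tested compounds plus 3 SD, set per screening campaign, cut at about 45% in these data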
#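 Assay system – GST-tagged and Flag-tagged HCV core protein residues 1-106 · Quantity – core106 proteins, GST 13.5 nM and Flag 17 nM · Benchmarks – unlabelled core106 and no-GST-core106 wells · Read-out basis – percent inhibition of core106 dimerization signal · Detection – time-resolved FRET, ex 340 nm, em 617 and 671 nm · Schedule – 4 h at 22.5 °C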
# ZTA DNA inh = blocks Epstein-Barr virus ZTA, an EBNA-1 counter-screen; P03206; AID 2234; ZTA-DNA binding, fluorescence polarization; inhibition, % at 11 µM; 320,000 tested, 0.15% active; in the data active = inhibition above about 33%
# Target sequence (P03206 whole entry, looked up): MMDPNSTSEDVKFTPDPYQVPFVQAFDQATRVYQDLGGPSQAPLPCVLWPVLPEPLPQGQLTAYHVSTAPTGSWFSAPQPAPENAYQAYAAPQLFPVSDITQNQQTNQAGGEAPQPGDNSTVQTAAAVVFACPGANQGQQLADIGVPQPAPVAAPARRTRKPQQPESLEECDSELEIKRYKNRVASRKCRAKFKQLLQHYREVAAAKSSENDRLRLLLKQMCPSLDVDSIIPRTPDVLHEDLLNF
# PP5 primary = PP5 (human) phosphatase inhibition | P53041 | purified PP5c, OMFP substrate fluorescence | inhibition, % at 6.7 µM | 320,000 tested, 0.18% active;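 active = inhibition above the campaign's mean inhibition across all tested compounds plus 3 SD, cut at about 9.5% in these data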;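 also: 0% = DMSO only and 100% = 100 µM cantharidin control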
# Fh CTSL1 inh = blocks F. hepatica cathepsin L1 in PFM18AAP counter-screen | recombinant F. hepatica cathepsin L1, Z-Leu-Arg-MCA fluorescence | inhibition, % at 5.96 µM | 300,000 tested, 0.49% active | AID 1906;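 active = inhibition above the mean of all tested compounds plus 3 SD, set per screening campaign, cut at about 17% in these data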;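 also: 0% = plate median of test compound wells and 100% = 1 µM Z-Phe-Ala-diazomethylketone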
# * marks the source's active call; other numbers are inactive results; / = not tested or not shown; & = joins results of further samples.
SMILES,JMJD2C inh,TPT1 inhibitor,Yeast superoxide,PP1 inh,EBNA-1 inh,core dimer inh,ZTA DNA inh,PP5 primary,Fh CTSL1 inh
CCOC(=O)C1=C(C)N(C)C(=O)NC1c1ccccc1OC (configuration not stated),1,-2,111,-5,-1,1,-9,3.1,3
Cc1sc(NC(=O)C2C3CCC(O3)C2C(=O)O)c(C(=O)OC(C)C)c1-c1ccc(Cl)cc1 (configuration not stated),22,-1,101,11,0,10,4,15*,-2
COc1ccccc1N(CC(=O)NC(C)(C)C)C(=O)Cn1nnc(-c2ccc(C)o2)n1,-4,0,87,0,0,5,-5,1.9,-3
COc1ccccc1CNCC(=O)NCc1ccc(C)cc1,15,-1,91,-3,-9,1,-5,1.3,-2
COc1ccccc1NC(=O)c1c(C)nn(-c2ccccc2)c1Cl,8,-1,103,-1,4,2,-8,0.8,-3
COc1ccc(C(=O)N/C(=C\c2ccccc2)C(=O)Nc2cccc(C(=O)O)c2)cc1,-13,1,97,-1,-2,0,0,0.7,-1
CCOc1ccc(-c2noc(=O)[nH]2)cc1,26,-3,93,1,6,-5,-14,-1.0,-1
NS(=O)(=O)c1ccc(O)c(NC(=O)c2ccc([N+](=O)[O-])o2)c1,-75,0,111,2,-2,-4,-20,0.7,1
COc1ccccc1N1CCN(C(=O)c2c(-c3c(Cl)cccc3Cl)noc2C)CC1,12&16,-3,93,2,16,-5,0,-0.2,0
O=C(N/C=C/c1ccccc1)Nc1ccc(Cl)cc1,0,3,95,1,-1,13,13,-1.7,-4
COC(=O)c1coc(-c2ccc(C)cc2)c1C(=O)OC,-3,-3,82,-1,7,6,-1,1.3,1
COc1ccc(NC(=O)CN(Cc2ccccc2)S(C)(=O)=O)cc1OC,-5,-1,89,-1,-1,-5,-1,0.8,-4
CCn1cc(C2N3CC4(C)CN2CC(C)(C3)C4=O)c2ccccc21 (configuration not stated),-15,-2,103,-1,-2,-5,-11,2.5,8
O=C1NC2(CCCCC2)Oc2ccccc21,1,-9,87,-7,-3,1,7,5.1,-4
Fc1ccc(CNCc2ccccc2Cl)cc1,-16,-2,127,-3,1,-2,-22,1.8,-1
O=C(CCN1C(=O)c2ccccc2C1=O)Nc1sc2c(c1C(=O)NCc1ccco1)CCCC2,15,-1,113,10,-10,5,-14,0.1,4
CC1=C(/C=C/C(C)=C/C=C/C(C)=C/C=C/C=C(C)/C=C/C=C(C)/C=C/C2=C(C)CCCC2(C)C)C(C)(C)CCC1,9,4,99,1,5,69*,7,0.5,6
Cc1nnc(SCC(=O)N(CC(C)C)c2c(N)n(Cc3ccccc3)c(=O)[nH]c2=O)n1N,-6,2,103,4,-2,-2,-4,1.6,0
CCCC1(C(=O)OC)NC(c2ccc(OC)c(OC)c2)C2C(=O)N(c3ccc4c(c3)OCO4)C(=O)C21 (configuration not stated),5,0,79,-3,-10,-2,6,3.0,0
Cc1sc2nc(COC(=O)C(NC(=O)c3ccc(Cl)cc3Cl)C(C)C)[nH]c(=O)c2c1C (configuration not stated),-4,33*,124,7,1,-5,6,5.5,-6
O=C(NS(=O)(=O)c1ccc(Cl)s1)c1ccccc1,3,-1,102,-2,10,6,10,-2.4,0
CCc1ccc(NS(=O)(=O)c2c(C)nc3sc(CC)nn3c2=O)cc1,-3,-1,97,-3,7,4,5,-3.4,-4
NCCCC[C@H]1CNC(=O)C(=O)N1CCC12CC3CC(CC(C3)C1)C2,5,-2,99,-3,0,-6,9,-1.8,2
CC1CCc2c(sc3nc(C(C)(C)C)nc(N4CCN(C(=O)CCl)CC4)c23)C1 (configuration not stated),-2,-3,95,7,5,17,-5,2.7,6
COc1ccc(S(=O)(=O)n2oc(=O)cc2-c2ccccc2)cc1,18,3,144,-3,2,-22,-3,-0.3,0

# Next part; it opens with the five that closed the last part.
SMILES,JMJD2C inh,TPT1 inhibitor,Yeast superoxide,PP1 inh,EBNA-1 inh,core dimer inh,ZTA DNA inh,PP5 primary,Fh CTSL1 inh
O=C(NS(=O)(=O)c1ccc(Cl)s1)c1ccccc1,3,-1,102,-2,10,6,10,-2.4,0
CCc1ccc(NS(=O)(=O)c2c(C)nc3sc(CC)nn3c2=O)cc1,-3,-1,97,-3,7,4,5,-3.4,-4
NCCCC[C@H]1CNC(=O)C(=O)N1CCC12CC3CC(CC(C3)C1)C2,5,-2,99,-3,0,-6,9,-1.8,2
CC1CCc2c(sc3nc(C(C)(C)C)nc(N4CCN(C(=O)CCl)CC4)c23)C1 (configuration not stated),-2,-3,95,7,5,17,-5,2.7,6
COc1ccc(S(=O)(=O)n2oc(=O)cc2-c2ccccc2)cc1,18,3,144,-3,2,-22,-3,-0.3,0
CCn1c(COc2ccccc2C)nnc1SCC(=O)CC(=O)Nc1ccccc1OC,-6&-2,3,106,11,1,7,-6,3.3,12
O=S(=O)(Nc1cc(S(=O)(=O)N2CCOCC2)ccc1O)c1ccc2c(c1)OCCCO2,-20,/,87,-1,/,/,1,-0.8,/
Cc1ccccc1CSc1nc(-c2ccccc2)cc(=O)[nH]1,5,-4,101,0,9,8,-5,-0.3,0
COc1ccc(NC(=S)NC(NC(=O)c2ccccc2Cl)C(Cl)(Cl)Cl)c([N+](=O)[O-])c1 (configuration not stated),14,-4,102,0,-7,5,-6,2.8,0
COc1cc(C(=O)Nc2ccc(-c3nnc(-c4ccco4)o3)cc2)cc(OC)c1OC,2,0,91,-2,13,3,15,0.1,5
Cc1nnc(NC(=O)CC(NC(=O)C(F)(F)F)c2ccccc2)s1 (configuration not stated),14,0,83,0,4,-3,-9,2.5,0
Cc1ccc(CC(=O)N2CCN(c3ccc([N+](=O)[O-])cc3)CC2)cc1,3,-3,95,-5,-10,-10,-18,4.5,10
CCOCc1c(C(=O)NC2CCCCCC2)oc2ccccc12,-1,-1,77,-1,-11,-2,-29,-1.2,2
CCOc1ccc(CNC(=O)c2ccc(Sc3ccc(C)cc3)c(NC(C)=O)c2)cc1OC,0,2,104,2,-1,10,-4,1.9,-1
CCCC(=O)NC(c1ccc(N(C)C)cc1)c1c(O)ccc2ccccc12 (configuration not stated),13,-4,113,1,7,1,-15,1.7,-1
O=C(/C=C/c1ccc2c(c1)OCO2)N1CCOCC1,30,-3,89,-3,2,-5,-9,-3.0,2
O=S(=O)(c1ccc(Br)cc1)N1CCN(Cc2ccco2)CC1,-5,0,87,-3,-2,4,-11,1.6,-2
O=C(Cn1nnc2c(cnn2-c2ccc(F)cc2)c1=O)c1ccccc1F,-6,0,115,0,-5,12,-1,2.3,-4
CCOC(=O)CN(C#N)c1nc(N(C)C)nc(N(C)C)n1,6,-3,104,-4,1,3,-11,-1.1,54*
COc1ccc(C(=O)NNC(=O)COc2ccc(Cl)cc2)c(OC)c1,-27,2,75,1,-15,-6,-8,0.0,-9
COc1cc(O)c2c(=O)cc(-c3ccccc3)oc2c1,-4,-1,91,0,12,-1,15,0.8,0
CCN1CCN(C(=O)c2cc3cc([N+](=O)[O-])ccc3oc2=O)CC1,15,0,98,2,3,1,16,-3.1,-2
N#C/C(=C/c1ccccc1OCc1ccc(F)cc1)c1ccc(C(=O)O)cc1,4,2,103,2,18,21,8,0.1,1
COC(=O)C1=C(C)N(Cc2ccco2)C(=O)/C1=C\c1ccc([N+](=O)[O-])cc1,-8,24,101,1,-9,7,-8,0.5,-2
CCS(=O)(=O)CCn1c([N+](=O)[O-])cnc1C,96&9,-4,108,-3,1,4,10,-0.6,-1
O=C(CSc1nnnn1C1CCCC1)Nc1ccc(F)cc1,3,-1,91,-2,4,0,-4,0.2,0
Cc1ccc2nc(N3CCN(Cc4ccc(F)cc4)C3=O)c(C)cc2c1,-12,2,95,3,11,20,9,0.8,2
CC(C)(C)c1ccc(C(=O)CCCSC2=C(C#N)C(c3ccco3)C3=C(CCCC3=O)N2)cc1 (configuration not stated),/,2,108,8,-4,10,15,3.0,0
Cc1cccc(C)c1OC(=O)C(c1ccccc1)c1ccccc1,1,2,118,-2,9,-2,4,1.0,0
COc1ccc(-n2c(N)cc(=O)[nH]c2=O)cc1,-33,-1,106,-2,0,2,-10,-2.1,-4

# Not a retest: 2 of the compounds above.
SMILES,JMJD2C inh,TPT1 inhibitor,Yeast superoxide,PP1 inh,EBNA-1 inh,core dimer inh,ZTA DNA inh,PP5 primary,Fh CTSL1 inh
Cc1cccc(C)c1OC(=O)C(c1ccccc1)c1ccccc1,1,2,118,-2,9,-2,4,1.0,0
COc1ccc(-n2c(N)cc(=O)[nH]c2=O)cc1,-33,-1,106,-2,0,2,-10,-2.1,-4

# Given as labelled records: part of the list above.
COc1ccc(C(=O)NNC(=O)COc2ccc(Cl)cc2)c(OC)c1
- JMJD2C inh = -27
- TPT1 inhibitor = 2
- Yeast superoxide = 75
- PP1 inh = 1
- EBNA-1 inh = -15
- core dimer inh = -6
- ZTA DNA inh = -8
- PP5 primary = 0.0
- Fh CTSL1 inh = -9
Cc1nnc(NC(=O)CC(NC(=O)C(F)(F)F)c2ccccc2)s1 (configuration not stated)
- JMJD2C inh = 14
- TPT1 inhibitor = 0
- Yeast superoxide = 83
- PP1 inh = 0
- EBNA-1 inh = 4
- core dimer inh = -3
- ZTA DNA inh = -9
- PP5 primary = 2.5
- Fh CTSL1 inh = 0
N#C/C(=C/c1ccccc1OCc1ccc(F)cc1)c1ccc(C(=O)O)cc1
- JMJD2C inh = 4
- TPT1 inhibitor = 2
- Yeast superoxide = 103
- PP1 inh = 2
- EBNA-1 inh = 18
- core dimer inh = 21
- ZTA DNA inh = 8
- PP5 primary = 0.1
- Fh CTSL1 inh = 1

# Other entries.
SMILES,JMJD2C inh,TPT1 inhibitor,Yeast superoxide,PP1 inh,EBNA-1 inh,core dimer inh,ZTA DNA inh,PP5 primary,Fh CTSL1 inh
Cc1cc2cc(CNC(=O)c3ccc(C)c([N+](=O)[O-])c3)ccc2[nH]1,4,0,101,0,6,5,8,-2.7,-3
C=CCN1C(=O)C(Cc2ccc(OC)cc2)S/C1=N\N=C\c1cccs1 (configuration not stated),-1,-9,98,-3,5,10,10,2.8,-1
COc1ccccc1CNC(=O)CN1C(=O)CSc2ccc(S(=O)(=O)N3CCCC3)cc21,7,-1,95,-3,1,2,-7,-2.0,5
COC(=O)c1sccc1NC(=O)C1CC1,-5,1,80,8,0,-8,-22,-1.8,4
CCC(C)NC(=O)c1n[nH]c(=O)c2ccccc12 (configuration not stated),-16,1,91,0,14,4,5,-0.5,-1
O=C(c1cc(=O)[nH]c2ccccc12)N1CCN(c2cccc(C(F)(F)F)c2)CC1,4,-1,117,-1,-26,7,-9,3.2,-5
CCOC(=O)c1cc2c(=O)n3ccccc3nc2n(Cc2ccccc2)c1=N,2,4,109,-2,4,7,-6,-1.4,5
O=C(Cc1ccccc1)N/N=C/c1ccc(-c2ccc([N+](=O)[O-])cc2)o1,1,23,109,5,4,-10,-4,1.4,-3
COC(=O)c1ccc(Oc2nc(N3CCCCC3)nc(N3CCOCC3)n2)cc1,8,0,94,-2,9,-1,-2,2.2,2
CC(C)(C)SCCNC(=O)CSCc1ccc([N+](=O)[O-])cc1,1,-1,105,-3,10,3,16,0.2,0
CCOC(=O)C1=C(C)N(CCCC(=O)O)C(=O)NC1c1ccccc1 (configuration not stated),-6,-1,107,-3,10,15,-8,2.1,-7
